NS3h inh CB: hepatitis C NS3 helicase inhibition, primary screen | AID 687043 | inhibition, % at 100 µM | NS3h Cy5-dT15 DNA binding, fluorescence polarization | 1.6% of 16,000 active;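 active = inhibition above the average over every tested compound plus 3 SD, cut at about 40% in these data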
Cy5 interf NS3h: enhances or quenches Cy5 fluorescence in NS3h assay | 6% of 16,000 active | Cy5-dT15 DNA with NS3h, fluorescence interference; actives lie on both sides; signal over control mean, under 1 quenches | fluorescence interference ratio at 100 µM | AID 720488;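 active = compound fluorescence over control fluorescence at most 0.8, a quencher, or at least a set upper limit, an enhancer; inactive = ratio between 0.8 and the set upper limit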
* marks the source's active call; other numbers are inactive results.

The first two records, ahead of the listing:
SMILES,NS3h inh CB,Cy5 interf NS3h
CCCCNC(=O)NC(C(=O)OC)C12CC3CC(CC(C3)C1)C2 (stereo not given),-1.9,1.07
Cc1ccc2c(C)[n+](C)ccn12,15.6,1.08

All compounds of this part (from the top)
SMILES,NS3h inh CB,Cy5 interf NS3h
CCCCNC(=O)NC(C(=O)OC)C12CC3CC(CC(C3)C1)C2 (stereo not given),-1.9,1.07
Cc1ccc2c(C)[n+](C)ccn12,15.6,1.08
O=[N+]([O-])c1ccc(-c2cn3c(n2)sc2ccccc23)cc1,2.2,0.648*
CCCCNC(=O)C(CCC(=O)OCc1ccccc1)NC(=O)Cc1ccccc1 (stereo not given),-16.9,0.946
C[C@@H]1O[C@@H](Nc2cccc3ccccc23)[C@H](O)[C@H](O)[C@H]1O,1.7,1.02
O=C(Nc1nnc(CSCc2ccccc2)s1)c1cccc2ccccc12,19.2,1.05
CCOC(=O)c1c(C)n(C)c2cc(Br)c(C(=O)OC)cc12,7.1,0.965
CCn1c(C)nc2cc(C(=O)Nc3ccccc3)ccc21,2.6,1.01
CC1=C(C(=O)OCCOC(C)C)C(c2coc3ccccc3c2=O)C2=C(CC(C)(C)CC2=O)N1 (stereo not given),-2.8,0.955
CCOC(=O)C1=C(c2ccccc2)OC(N)=C(C#N)C1c1cccc(OC)c1 (stereo not given),8.4,1.02
N/C(=N/OC(=O)C(c1ccccc1)c1ccccc1)c1cccnc1,6.8,1.01
Cc1cc(/C=N\O)c(C)n1-c1ccccc1,12.9,0.968
COc1ccc(Nc2cc(C)nc(-n3nc(C)cc3C)n2)cc1,1.3,0.937
O=C(CCCN1C(=O)/C(=C\c2cccc(Br)c2)SC1=S)Nc1ccc(C(=O)O)cc1,30.1,0.989
COc1cc(OC)c(OC)cc1/C=C1/C(=O)NC(=O)N(c2ccccc2)C1=O,43.5*,1.21*
COc1ccc(NC(=O)C(=O)NCc2ccccn2)c(OC)c1,4.7,1.03
CCCOc1ccc(C2=NNC(=O)CC2)cc1,-17.6,1.03
O=C(O)c1cnn2c1NC(c1ccc(Br)cc1)CC2C(F)(F)F (stereo not given),-11.6,0.788*
O=C(NNC(=O)c1ccc2ccccc2c1O)c1ccccc1Cl,10.0,1.05
Cc1oc2cc(Br)c(OS(C)(=O)=O)cc2c1C(=O)OC(C)C,10.6,0.922
CCOC(=O)c1ccccc1NC(=O)/C(=C/c1cccc([N+](=O)[O-])c1)NC(=O)c1ccccc1,2.8,1.01
O=C(O)c1ccc2c(c1)C(=O)N(c1ccc(Cl)c([N+](=O)[O-])c1)C2=O,-7.5,0.872
COc1ccc(OCC(=O)Nc2sc3c(c2C(N)=O)CCCC3)cc1,-12.6,0.929
Cc1ccc(-n2nc3cc(C)c(NC(=O)c4ccccc4I)cc3n2)cc1,8.1,1.03
CCn1c2ccccc2c2cc(/C=N\n3c(C)nnc3C)ccc21,15.6,0.982
Cc1ccc(/C=N\NC(=O)c2ccco2)o1,-1.3,0.999
COC(=O)c1c(C)oc2ccc(OC(C)=O)cc12,7.6,0.898
CCOc1cc(/C=C2\C=C(c3ccc(Br)cc3)OC2=O)ccc1OC(C)=O,-6.5,0.932
O=C(Nc1ccc(S(=O)(=O)NC(=O)C2CCCCC2)cc1)c1cccc(Br)c1,-1.5,0.587*
COc1ccc(C(=O)c2c(C)oc3ccc(O)cc23)c(OC)c1,-2.8,1.04
CCOC(=O)c1sc(NC(=O)c2ccc(OC)cc2)c(C(=O)OCC)c1C,3.1,1.02
O=C(c1cnn2c1NC(c1cccs1)CC2C(F)(F)F)N1CCOCC1 (stereo not given),4.6,1.06
O=C1NC(=S)NC(=O)C1=Cc1cccc(Cl)c1Cl,15.9,0.893
CCOC(=O)C1=C(C)N=c2s/c(=C/c3cc(Cl)c(OCC(=O)O)c(OC)c3)c(=O)n2C1c1ccccc1Cl (stereo not given),-4.1,0.98
O=C(CN(c1cccc([N+](=O)[O-])c1)S(=O)(=O)c1ccccc1)Nc1ccccc1Cl,2.6,1.06
C=CCOc1ccc(/C=C2\SC(=S)N(c3ccc(OC)cc3)C2=O)cc1OC,14.2,0.729*
CCOC(=O)C1=C(C)N=c2s/c(=C\c3ccc(C)o3)c(=O)n2C1c1cccc(OC)c1 (stereo not given),20.2,1.03
CCOC(=O)C1=C(C)N=c2s/c(=C\c3sccc3C)c(=O)n2C1c1cc(OC)ccc1OC (stereo not given),10.0,0.998
Cc1ccc(S(=O)(=O)Nc2ccccc2C(N)=O)cc1,3.1,1.1
CC(C)c1ccc(/C=C(\C(=O)c2ccccc2Cl)c2nc3ccccc3o2)cc1,10.6,1.01
COc1cc(/C=C2/SC(=S)N(C)C2=O)cc(Cl)c1OCCOc1ccc(C)cc1,5.3,1.15
O=C(Nc1cc(Cl)ccc1O)c1cnn2c1NC(c1ccc(Br)cc1)CC2C(F)(F)F (stereo not given),10.0,0.988
Cc1cccc(C2Nc3cccc4cccc(c34)N2)c1,9.6,0.902
COc1cc(-c2noc(-c3ccc(F)cc3)n2)cc(OC)c1OC,-2.9,1.02
O=C1NC(=S)N(c2ccc(Br)cc2)C(=O)/C1=C\c1ccc(-c2ccc([N+](=O)[O-])cc2)o1,5.9,1.02
CCOc1ccccc1NC(=O)CN(c1ccc(OC)cc1)S(=O)(=O)c1ccccc1,15.2,0.915
O=C(COc1ccc([N+](=O)[O-])cc1)Nc1ccc(O)cc1C(=O)O,3.1,1.08
CCOC(=O)Cc1nnc(Nc2ccc(C)cc2C)c2ccccc12,4.1,1.02
O=C1NC(=Nc2cccnc2)S/C1=C\c1ccc(Br)cc1,-19.3,0.99
COc1ccccc1NC(=O)/C(=C/c1ccccc1)c1ccccc1,1.2,1.07
CC(C)OC(=O)C1C(=O)CC(C)(O)C(C(=O)OC(C)C)C1c1ccc(C(C)C)cc1 (stereo not given),2.5,0.951
COC(=O)c1ccc(/C=C2/SC(=S)N(CC(=O)O)C2=O)cc1,6.6,0.979
Cc1c(NC(=O)c2nn3c(C(F)(F)F)c4c(nc3c2Cl)-c2ccccc2CC4)c(=O)n(-c2ccccc2)n1C,8.8,0.926
COc1ccc(S(=O)(=O)N(CCc2ccccc2)CC(=O)Nc2ccccc2Cl)cc1,17.2,0.978
COc1ccc(/C=C/C(=O)c2ccc(Br)cc2)cc1[N+](=O)[O-],2.3,0.948
Cc1ccccc1NCn1c(=S)oc2ccccc21,13.3,0.65*
COc1ccc(Cl)cc1NC(=O)CSCc1cccc(Br)c1,10.2,0.905
Cc1ccc(SCCNC(=O)c2ccccc2)cc1,3.7,0.999
O=C(CSc1nnc(-c2cccc(F)c2)n1-c1ccccc1)NCc1ccccc1,-1.6,0.974
O=C(Nc1cc(Cl)cc(Cl)c1)c1ccc(S(=O)(=O)N2CCCCC2)cc1,11.6,0.962

Further entries follow:
SMILES,NS3h inh CB,Cy5 interf NS3h
O=c1oc2c(CN3CCOCC3)c(O)ccc2cc1-c1nc2ccccc2[nH]1,12.8,0.976
O=C(Nc1ccc2c(c1)OCO2)C(=O)Nc1ccc2c(c1)OCO2,9.7,1.1
O=C(COc1ccccc1[N+](=O)[O-])Nc1ccc(Cl)cn1,11.7,1.05
c1ccc(-c2cn(-c3ccccc3)nc2-c2ccccc2)cc1,14.5,0.928
COc1ccc(C(=O)Nc2c(C)ccc3nsnc23)cc1Br,5.0,1.05
O=C(/C=C/c1ccc(F)cc1)Nc1ccccc1[N+](=O)[O-],23.1,0.994
CC1=C(C(=O)OC(C)C)C(c2ccc(Cl)c(Cl)c2)N2C(=O)CCSC2=N1 (stereo not given),24.2,0.92
COc1cc(NC(=O)c2ccccc2F)ccc1NC(=O)c1cc2ccccc2o1,7.7,1.01
O=C1/C(=C/c2ccccc2OCc2ccc([N+](=O)[O-])cc2)SC(=S)N1c1ccccc1,12.4,0.749*
O=c1cc(-c2ccccc2)nc2cc(-c3ccc(F)cc3)[nH]n12,11.5,1.06
Cc1ccc(N2NC(=O)/C(=C/c3ccc(Cl)cc3)C2=O)cc1,24.9,0.675*
CN1CCN(C(=O)/C(=C\c2ccc(O)cc2)NC(=O)c2ccccc2)CC1,-0.7,1.08

Next results
Molecule | NS3h inh CB | Cy5 interf NS3h
CC1(C)C(c2ccccc2)=NC(c2ccccc2O)N1O (stereo not given) | -4.1 | 1.07
CN1C(=O)/C(=C\c2cn(CCOc3ccc(Br)cc3)c3ccccc23)SC1=S | 22.2 | 0.928
COc1ccccc1Cc1noc(COc2ccc(Cl)cc2)n1 | 16.4 | 0.977
COc1cccc(C(=O)NC(NC(=S)Nc2cc(Cl)ccc2Cl)C(Cl)(Cl)Cl)c1 (stereo not given) | 2.3 | 0.97
CCOc1ccccc1N(CC(=O)NC(C)c1ccccc1)S(=O)(=O)c1ccccc1 (stereo not given) | 7.5 | 1.02
Cc1ccc(S(=O)(=O)N/N=C\c2ccc([N+](=O)[O-])cc2)cc1 | 9.9 | 0.95
Cc1ccc(C2CC(C(F)(F)F)n3nc(C(=O)O)cc3N2)cc1 (stereo not given) | -4.9 | 1.04
O=[N+]([O-])c1cccc(-c2noc(COc3ccc4ccccc4c3)n2)c1 | 4.4 | 1.03
Cc1ccc(C)c(COc2ccc3ccc(=O)oc3c2)c1 | 4.0 | 1
CCOc1c(/C=C2\C(=O)NN(c3ccccc3)C2=O)cccc1OC | 9.7 | 1.03
COc1ccc(Cl)cc1NC(=O)CN(c1ccccc1)S(=O)(=O)c1ccccc1[N+](=O)[O-] | -10.7 | 1.04
CC(=O)C1=C(O)C(=O)N(c2nc3ccccc3s2)C1c1ccc(Cl)cc1Cl (stereo not given) | -1.8 | 0.899
C=CCN1C(=O)/C(=C/c2ccco2)SC1=S | 8.8 | 0.95
CC1(C)CC(NS(=O)(=O)c2ccc(Cl)cc2)CC(C)(C)N1 | 0.3 | 1.07
Cc1ccc(OCc2nnc(NC(=O)c3ccccc3)s2)c(C)c1 | 3.1 | 1.1

Shown with each value named: part of the list above.
mol: CCOc1ccccc1N(CC(=O)NC(C)c1ccccc1)S(=O)(=O)c1ccccc1 (stereo not given)
- NS3h inh CB: 7.5
- Cy5 interf NS3h: 1.02
mol: Cc1ccc(S(=O)(=O)N/N=C\c2ccc([N+](=O)[O-])cc2)cc1
- NS3h inh CB: 9.9
- Cy5 interf NS3h: 0.95
mol: Cc1ccc(C2CC(C(F)(F)F)n3nc(C(=O)O)cc3N2)cc1 (stereo not given)
- NS3h inh CB: -4.9
- Cy5 interf NS3h: 1.04

(continued)
Molecule | NS3h inh CB | Cy5 interf NS3h
Cc1ccc(S(=O)(=O)N2CCN(C3CC4CCC3C4)CC2)cc1 (stereo not given) | -19.9 | 0.931
CNC(=O)C1CC(=O)N(c2ccc(F)cc2)C1 (stereo not given) | 2.7 | 1.11
CC(C)c1ccc(/C=C2\SC(=Nc3ccc(F)cc3)NC2=O)cc1 | 10.0 | 1.06
CN(C)C(=O)c1c(NC(=O)c2ccco2)sc2c1CCCCC2 | -15.8 | 0.93
CC1CCCN(C(=O)c2ccc(Cl)cc2)C1 (stereo not given) | 1.8 | 1.03
CC1CC/C(=C\C=C\N(C)C)C(=O)/C1=C/C=C/N(C)C (stereo not given) | 27.6 | 0.724*
COc1ccc(OC)c(NC(=O)COc2ccc(F)cc2)c1 | 9.5 | 0.867
CC(NC(=O)c1ccccc1NC(=O)c1cccnc1)c1ccccc1 (stereo not given) | -2.6 | 1
CCOC(=O)CCCN1C(=O)/C(=C\c2cccs2)SC1=S | 8.0 | 1.01
COc1cc(C(=O)Nc2ncc(Cc3cccc(Cl)c3)s2)cc(OC)c1OC | -1.6 | 0.882
Cc1cccc(-c2nc3cc(NC(=O)c4cccc(Cl)c4Cl)ccc3o2)c1 | -0.6 | 0.972
CCOC(=O)CSCCOc1ccc(/C=C2/C(=O)NC(=O)N(c3ccc(OC)cc3)C2=O)cc1OC | 14.9 | 0.851
NC(=S)N/N=C(/c1ccccc1)C12CC3CC(CC(C3)C1)C2 | 3.2 | 1.05
O=C(CN(CCc1ccccc1)S(=O)(=O)c1ccc(Br)cc1)NCc1ccccn1 | 0.9 | 0.96
Cc1ccc(-c2cc(NC(=O)c3ccccc3[N+](=O)[O-])n[nH]2)cc1 | 5.8 | 0.921
O=[N+]([O-])c1ccc(-n2ncnc2-c2ccc(Br)cc2)c(Cl)c1 | 0.7 | 0.947
CCOC(=O)c1c(-c2ccc(-c3ccccc3)cc2)csc1NC(=O)c1ccco1 | 3.9 | 1.14
O=S(=O)(Nc1ccc(Nc2ccccc2)cc1)c1ccccc1 | 29.4 | 0.865
CC(C)NC(=O)CN(c1ccc(F)cc1)S(=O)(=O)c1ccccc1 | 7.2 | 1.08
CCOc1ccccc1NC(=O)CN(c1ccc(C)cc1)S(=O)(=O)c1ccc(F)cc1 | 1.4 | 1
Cc1ccc(N2C(=O)c3ccc(C(=O)Nc4ccc(O)cc4)cc3C2=O)cc1C | -5.8 | 1.01
COc1cc(NC(=O)c2ccc([N+](=O)[O-])cc2)ccc1NC(=O)c1ccco1 | 1.3 | 0.941
CCC(=O)Nc1sc2c(c1C(=O)Nc1ccc(OC)cc1)CCCCC2 | 11.2 | 0.906
CCOC(=O)C(C)Oc1ccc2c(C)c(C)c(=O)oc2c1 (stereo not given) | 8.7 | 1.02
COc1ccc(N2C(=O)/C(=C3/C(=O)N(Cc4ccccc4F)c4ccccc43)SC2=S)cc1 | 7.4 | 1.2*
CC(=O)Oc1ccc(/C=C2\C=C(c3ccc(C)cc3)OC2=O)c(OC(C)=O)c1 | 5.4 | 1.01
Cc1ccc(OCCNC(=O)c2ccc(C)cc2)cc1 | 8.6 | 0.989
Cc1ccc(C(=O)Nc2ccc(S(=O)(=O)Nc3ncccn3)cc2)cc1[N+](=O)[O-] | 0.9 | 1
CCOC(=O)C1=C(C)N=c2s/c(=C/c3ccc(C(=O)OC)cc3)c(=O)n2C1c1ccc(OC(C)=O)cc1 (stereo not given) | 10.0 | 1.07
CCOC(=O)c1c(C)oc2ccc(OC(=O)c3ccc(OC)c(OC)c3)cc12 | 12.5 | 0.875
COc1cccc(CNc2ccc3c(c2)ncn3-c2ccccc2)c1OC | 8.9 | 0.875

High-throughput results as filed in PubChem BioAssay.
